# C diff growth = C. difficile growth inhibitors, primary screen, HTS; Clostridium difficile clinical isolate growth, OD600, 24 h; active compounds read low; growth activity, negative = inhibition, % at 16 µg/mL (by protocol); 0.25% of 86,000 active;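 active = mean growth activity at or below -80% and every replicate also at or below -80%; inconclusive = mean at or below -80% but some replicate above -80%; inactive = mean growth activity above -80%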;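 also: 0% = DMSO wells and -100% = levofloxacin 16 µg/mL wells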
# Pf Dd2 growth = P. falciparum Dd2 growth inhibitors, primary screen, SYBR Green fluorescence, single dose replicates. 72 h; active compounds read low. activity change, % at 10 µM. 2.3% of 94,000 active. AID 1159554, 2015; in the data active = activity change below about -80%; inconclusive = no clear call, values can overlap the other calls
# Tcruzi prolif = T. cruzi intracellular proliferation inhibitors, primary screen, cell-based, beta-gal Tulahuen parasites, NIH3T3 host, luminescence. T. cruzi beta-gal in NIH3T3, GalScreen luminescence, 90 h. inhibition, % at 8.34 µM. 5.9% of 77,000 active;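 active = mean inhibition above about 93%, with at least 55% of replicates each passing it, limit read from the data, passing the limit was not always enough; inconclusive = only one of those two conditions holds; inactive = neither condition holds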
# KDM4C inh = inhibitors of GASC-1 (KDM4C) histone demethylase, primary screen, biochemical, single concentration HTS; Lysine-specific demethylase 4C (Homo sapiens), Q9H3R0; GST-KDM4C 2-372, H3K9me3 peptide, LANCE TR-FRET; inhibition, % at 12.5 µM; 0.15% of 96,000 active;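 active = mean replicate inhibition above about 25%, with at least 55% of replicates also reaching it, limit read from the data, passing the limit was not always enough; inconclusive = only one of those two conditions met; inactive = neither condition met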
# Target sequence (Q9H3R0 2-372 limits assumed): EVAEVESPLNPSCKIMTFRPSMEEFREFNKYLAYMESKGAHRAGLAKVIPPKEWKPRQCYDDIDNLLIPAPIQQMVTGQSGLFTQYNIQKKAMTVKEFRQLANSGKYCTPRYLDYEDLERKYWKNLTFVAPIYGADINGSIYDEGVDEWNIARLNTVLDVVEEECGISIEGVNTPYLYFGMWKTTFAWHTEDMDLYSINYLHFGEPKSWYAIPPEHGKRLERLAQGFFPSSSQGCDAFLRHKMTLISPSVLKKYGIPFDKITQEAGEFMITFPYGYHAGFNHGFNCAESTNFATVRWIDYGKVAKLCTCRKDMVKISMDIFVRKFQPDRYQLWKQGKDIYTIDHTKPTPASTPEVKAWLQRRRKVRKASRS
#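 Material: GST-tagged GASC-1 (JMJD2C) catalytic fragment, aa 2-372 / Quantity: enzyme final amount 10 nM / Medium: HEPES buffer, pH 7.5, plus ascorbate / Doses: one test concentration per compound / Incubation: 30 min reaction, 60 min detection, RT / Measured by: LANCE TR-FRET / Read-out: inhibition from TR-FRET ratio decrease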
# An asterisk follows results filed as active; ? = inconclusive; · = no result given; & = joins results of further samples; ! = not active in a repeat. Rows are unselected. About 6.7% of those tested had a hit in this group.
# Sequence of screens – Tcruzi prolif | KDM4C inh | C diff growth | Pf Dd2 growth
> C[C@@H]1CN([C@H](C)CO)C(=O)c2cccc(NC(=O)Nc3ccc4c(c3)OCO4)c2O[C@@H]1CN(C)S(=O)(=O)c1ccc(F)cc1
→ 20 | -0.7 | -10 | -45
> COC(=O)[C@@H]1[C@@H](CO)[C@@H]2Cn3c(ccc(C4=CCCCC4)c3=O)[C@@H]2N1C(=O)C1CC1
→ 4 | 0.3 | 0 | -4
> C[C@H](CO)N1C[C@H](C)[C@@H](CN(C)S(=O)(=O)c2ccc(F)cc2)Oc2ccc(NC(=O)Nc3ccccc3)cc2CC1=O
→ 9 | 0.5 | 20 | -56
> COc1ccc(CN(C)C[C@@H]2Oc3c(NC(=O)Nc4ccc(C(F)(F)F)cc4)cccc3C(=O)N([C@@H](C)CO)C[C@@H]2C)cc1
→ · | 3.3 | 11 | 5
> Cc1noc(C)c1S(=O)(=O)Nc1ccc2c(c1)C(=O)N([C@@H](C)CO)C[C@@H](C)[C@@H](CN(C)C(=O)Nc1cccc3ccccc13)O2
→ -120 | 0.1 | -3 | 0
> C[C@@H]1CN([C@H](C)CO)S(=O)(=O)c2ccc(-c3cccnc3)cc2O[C@H]1CN(C)Cc1cccnc1
→ 89 | 0.2 | 11 | 18
> CC(=O)N1[C@@H]2c3ccc(-c4cccc(F)c4)c(=O)n3C[C@@H]2[C@@H](CO)[C@@H]1C(=O)NCCCN(C)C
→ -85 | -0.4 | -10 | ·
> COc1cccc(C(=O)Nc2ccc3c(c2)OC[C@@H](C)NC[C@@H](C)[C@H](OC)CN(C)C3=O)c1
→ 20 | -0.1 | · | -8
> O=C(C[C@H]1CC[C@H](NC(=O)C2CCOCC2)[C@@H](CO)O1)NCc1ccccc1Cl
→ 61 | -2.2 | · | -3
> CCC(=O)N1C[C@H](C)[C@H](OC)CN(C)C(=O)c2cc(NS(=O)(=O)CC)ccc2OC[C@H]1C
→ -34 | 0.3 | · | -13
> CO[C@@H]1CN(C)C(=O)c2cc(NC(=O)Nc3c(C)noc3C)ccc2OC[C@@H](C)NC[C@@H]1C
→ 11 | 1.0 | · | -26
> COc1cccc(-c2cnc3c(c2)C(=O)N([C@@H](C)CO)C[C@H](C)[C@@H](CN(C)Cc2ccccc2)O3)c1
→ 59 | 1.5 | -2 | -5
> Cc1ccc(OC(=O)N(C)C[C@@H]2OCc3ccccc3-c3ccccc3C(=O)N([C@H](C)CO)C[C@H]2C)cc1
→ 44 | 0.9 | · | -24
> C[C@@H]1CN([C@@H](C)CO)C(=O)c2cc(NC(=O)Nc3ccc4c(c3)OCO4)ccc2O[C@@H](C)CCCCO[C@@H]1CN(C)C(=O)NC1CCCCC1
→ 3 | 0.4 | 4 | -12
> C[C@H]1CN([C@@H](C)CO)C(=O)c2cccc(NC(=O)Nc3cccc4ccccc34)c2O[C@@H]1CN(C)C(=O)Nc1cccc2ccccc12
→ 48 | -0.8 | -5 | -17
> O=C(C[C@H]1CC[C@@H](NC(=O)Nc2ccccc2F)[C@@H](CO)O1)NCc1ccc(F)cc1
→ · | 2.6 | 0 | 10
> O=C(Nc1ccc2c(c1)[C@H]1C[C@H](CC(=O)N3CCOCC3)O[C@H](CO)[C@H]1O2)c1cccnc1
→ -31 | -0.2 | -1 | 15
> C[C@@H]1CN([C@@H](C)CO)C(=O)c2cc(C3=CCCC3)cnc2O[C@H]1CN(C)Cc1ccccc1C(=O)O
→ 62 | 2.9 | -6 | 61
> Cc1noc(C)c1NC(=O)Nc1ccc2c(c1)CC(=O)N([C@H](C)CO)C[C@@H](C)[C@H](CN(C)CC1CC1)O2
→ 24 | -1.3 | 4 | 39
> Cc1cccc(S(=O)(=O)N2C[C@H](O)COC[C@H]3O[C@H](CC(=O)N4CCN(C)CC4)CC[C@@H]32)c1
→ 18 | 0.6 | 2 | -3
> COc1ccc(NC(=O)N[C@H]2CC[C@H](CCn3cc(-c4ccccc4F)nn3)O[C@@H]2CO)cc1
→ -6 | 0.9 | -5 | -16
> C[C@H](O)C#Cc1cnc2c(c1)C(=O)N([C@H](C)CO)C[C@@H](C)[C@H](CN(C)C(=O)Nc1ccc(F)cc1)O2
→ 23 | · | · | 13
> COc1ccc(S(=O)(=O)N(C)C[C@H]2Oc3ncc(/C=C/c4ccccc4)cc3C(=O)N([C@H](C)CO)C[C@@H]2C)cc1
→ · | · | -2 | -58
> CCC(=O)N1CC(=O)N2[C@H](CO)[C@H](c3ccc(-c4cccnc4)cc3)[C@@H]2C1
→ · | 1.1 | 6 | 18
> COc1cccc(CN2CCCCN3[C@H](C2)[C@@H](c2ccc(-c4cccnc4)cc2)[C@@H]3CO)c1
→ 73 | -0.3 | 4 | -62
> CO[C@@H](CN(C)Cc1ccc2c(c1)OCO2)[C@H](C)CN(C(=O)c1ccccc1)[C@H](C)CO
→ 64 | 0.5 | · | -11
> C[C@@H]1CCCCO[C@@H](CN(C)C(=O)Nc2cccc3ccccc23)[C@H](C)CN([C@@H](C)CO)C(=O)c2cc(NC(=O)c3ccccc3)ccc2O1
→ 89 | -1.6 | -2 | 57
> C[C@H](CO)N1C[C@H](C)[C@H](CN(C)C(=O)Nc2ccccc2)Oc2c(NC(=O)NC3CCCCC3)cccc2C1=O
→ · | -0.1 | -4&-5 | -4
> COc1ccc(CN(C)C[C@H]2Oc3c(NS(=O)(=O)c4ccccc4)cccc3C(=O)N([C@@H](C)CO)C[C@@H]2C)cc1
→ -2 | 0.2 | 0 | 7
> C[C@@H]1CN([C@H](C)CO)C(=O)c2cc(NS(=O)(=O)c3cccs3)ccc2O[C@@H]1CN(C)Cc1ccc(Oc2ccccc2)cc1
→ 58 | -0.4 | · | 6
> C[C@@H]1CN([C@@H](C)CO)S(=O)(=O)c2ccc(C#C[C@@H](C)O)cc2O[C@@H]1CN(C)C(=O)C1CC1
→ 20 | 0.2 | · | 31
> O=C(NC1CCC1)[C@@H]1[C@@H](CO)[C@@H]2Cn3c(ccc(-c4cccc(F)c4)c3=O)[C@H]1N2Cc1cocn1
→ 100* | 0.1 | -11 | ·
> O=C(C[C@H]1C=C[C@H](NS(=O)(=O)c2ccccc2)[C@H](CO)O1)N1CCC(Cc2ccccc2)CC1
→ · | -1.6 | -6 | 11
> CO[C@H]1CC[C@H]2CCN(C)C(=O)[C@H](C)[C@@H](OC)CN(C)C(=O)c3cccc(C#N)c3OC[C@@H]1O2
→ -21 | 0.0 | · | 19
> N#C[C@H]1[C@H](c2ccccc2C2=CCCCC2)[C@H](CO)N1C(=O)CN1CCOCC1
→ · | 1.4 | -17 | -5
> C[C@@H]1CN([C@H](C)CO)C(=O)c2cccc(NC(=O)C3CCOCC3)c2O[C@H]1CN(C)C(=O)Nc1ccc(C(F)(F)F)cc1
→ -9 | -2.5 | 1 | 7
> C[C@H](CO)N1C[C@H](C)[C@H](CN(C)CC2CC2)Oc2cc(-c3ccc(C#N)cc3)ccc2S1(=O)=O
→ -29 | -1.4 | 4 | ?
> CN1c2ccc(C#Cc3cccnc3)cc2[C@@H]2[C@@H](CCN2C(=O)Cc2cccnc2)[C@H]1CO
→ 22 | 0.0 | -5 | 22
> O=C(CC1CC1)N[C@@H]1CC[C@@H](CCNS(=O)(=O)c2ccc(Cl)cc2)O[C@@H]1CO
→ 11 | -1.9 | -3 | 5
> CC(=O)NC[C@H]1[C@@H](c2ccc(-c3ccccc3)cc2)[C@@H](CO)N1C(=O)C1CC1
→ 17 | 0.1 | 1 | -7
> COCC(=O)N(C)C[C@@H]1Oc2cc(C#CC(C)C)ccc2S(=O)(=O)N([C@@H](C)CO)C[C@@H]1C
→ 29 | 2.2 | 2 | 3
> COCC(=O)N1C[C@H](C)[C@H](OC)CN(C)C(=O)c2cc(NC(=O)Nc3cccc(F)c3)ccc2OC[C@@H]1C
→ -7 | -0.2 | · | -22
> COc1cccc(S(=O)(=O)N[C@H]2CC[C@@H](CC(=O)NC3CCC3)O[C@H]2CO)c1
→ 19 | 4.1 | -1 | 5
> COc1cccc(S(=O)(=O)N(C)C[C@@H]2OCc3cnnn3CCCC(=O)N([C@@H](C)CO)C[C@@H]2C)c1
→ 7&0 | -1.1 | 4&-1 | -11&8
> C[C@H]1CN([C@@H](C)CO)C(=O)c2cc(NS(=O)(=O)c3cccs3)ccc2O[C@@H]1CN(C)C(=O)Nc1ccc2c(c1)OCO2
→ 6 | 0.4 | · | 12
> COc1ccccc1S(=O)(=O)N[C@H]1CC[C@@H](CCn2cc(C3CC3)nn2)O[C@@H]1CO
→ · | 0.6 | 7 | -8
> CO[C@H]1CN(C)C(=O)c2ccc(NC(=O)Nc3c(C)noc3C)cc2OC[C@@H](C)NC[C@@H]1C
→ 50 | -2.3 | · | 22
> C[C@H]1CN([C@@H](C)CO)C(=O)Cc2cc(NS(C)(=O)=O)ccc2O[C@H]1CN(C)Cc1ccc2c(c1)OCO2
→ 21 | -0.7 | -2 | -6
> C[C@H](CO)N1C[C@H](C)[C@H](CN(C)Cc2ccccn2)Oc2cc(-c3cncnc3)ccc2S1(=O)=O
→ -16 | 12 | 3 | 5
> COc1cccc(NC(=O)N2[C@@H]3CNC[C@H]2C3c2ccc(/C=C/c3ccccc3)cc2)c1 (stereo partly specified)
→ · | -0.4&-0.3 | -98*! | -20&-69

# Exported with tabs: three of the compounds above.
canonical_smiles	Tcruzi prolif	KDM4C inh	C diff growth	Pf Dd2 growth
COc1ccccc1S(=O)(=O)N[C@H]1CC[C@@H](CCn2cc(C3CC3)nn2)O[C@@H]1CO	·	0.6	7	-8
C[C@H](CO)N1C[C@H](C)[C@H](CN(C)Cc2ccccn2)Oc2cc(-c3cncnc3)ccc2S1(=O)=O	-16	12	3	5
COCC(=O)N(C)C[C@@H]1Oc2cc(C#CC(C)C)ccc2S(=O)(=O)N([C@@H](C)CO)C[C@@H]1C	29	2.2	2	3

# (list continues)
# Sequence of screens – Tcruzi prolif | KDM4C inh | C diff growth | Pf Dd2 growth
> CCS(=O)(=O)NCC[C@H]1CC[C@@H](NS(=O)(=O)c2ccccc2C)[C@H](CO)O1
→ 31 | 0.5 | 1 | 0
> O=C(C[C@@H]1CC[C@@H]2[C@H](COC[C@H](O)CN2S(=O)(=O)c2ccccc2)O1)NCCN1CCCCC1
→ 77 | -1.7 | 0&-8 | ·
> C/C=C/c1cnc2c(c1)C(=O)N([C@H](C)CO)C[C@@H](C)[C@@H](CN(C)C(=O)c1cccc(F)c1)O2
→ · | -1.1 | 4 | -17
> CO[C@H](CN(C)S(=O)(=O)c1ccc(F)cc1)[C@H](C)CN([C@@H](C)CO)S(=O)(=O)c1cccc(Cl)c1
→ 91 | -0.6 | · | -30
> O=C(C[C@H]1CC[C@H]2[C@@H](COC[C@@H](O)CN2S(=O)(=O)c2ccc(F)cc2)O1)N[C@@H]1CCN(Cc2ccccc2)C1
→ 63 | -0.3 | 10 | -21
> CCC(=O)N1CCC2(CC1)CN(S(C)(=O)=O)[C@@H](CO)c1[nH]c3cc(OC)ccc3c12
→ · | 0.2 | 1 | 19
> C[C@@H]1CCCCO[C@@H](CN(C)C(=O)Nc2ccc(F)cc2)[C@H](C)CN([C@@H](C)CO)C(=O)c2cc(NC(=O)NC3CCCCC3)ccc2O1
→ 72 | -2.3 | -1 | 12
> C[C@@H]1CN([C@@H](C)CO)C(=O)c2cc(Br)cnc2O[C@@H]1CN(C)C(=O)c1ccc(F)cc1
→ · | · | 4 | -18
> C[C@@H]1CN([C@@H](C)CO)S(=O)(=O)c2ccc(C#CC3CCCC3)cc2O[C@@H]1CN(C)C(=O)Nc1cc(F)ccc1F
→ · | -0.4 | · | -31
> Cc1cccc(-c2ccc([C@@H]3[C@H](CO)N4CCCCN(S(=O)(=O)c5cccs5)C[C@@H]34)cc2)c1
→ 103* | -0.7 | 40 | -28
> CO[C@@H]1CN(C)C(=O)c2cc(NC(C)=O)ccc2OC[C@H](C)N(Cc2ccccn2)C[C@H]1C
→ -1 | 1.2 | 2 | 17
> CCC(=O)N1C[C@H](C)[C@H](OC)CN(C)C(=O)c2ccc(NC(=O)c3cnccn3)cc2OC[C@H]1C
→ -2 | 1.7 | · | 14
> COc1ccccc1NC(=O)N[C@H]1CC[C@H](CC(=O)N[C@H](C)c2ccccc2)O[C@H]1CO
→ -13 | 0.4 | · | -8
> CO[C@H]1CN(C)C(=O)c2cc(NC(=O)Nc3ccccc3F)ccc2OC[C@H](C)N(Cc2ccccc2C(=O)O)C[C@@H]1C
→ · | -0.8 | · | 34
> Cc1ccc(S(=O)(=O)N(C)C[C@H]2OCCCC[C@H](C)Oc3ccc(NC(=O)c4ccccc4)cc3C(=O)N([C@H](C)CO)C[C@@H]2C)cc1
→ 82 | 0.9 | · | -38
> C[C@@H]1CN([C@H](C)CO)C(=O)c2cc(NC(=O)c3ccncc3)ccc2O[C@@H]1CN(C)C(=O)Nc1ccc(C(F)(F)F)cc1
→ -40 | -0.7 | -16 | -42
> CCC(=O)N(C)C[C@@H]1Oc2ncc(C#Cc3cccnc3)cc2C(=O)N([C@@H](C)CO)C[C@H]1C
→ 38 | 13 | 1 | -3

# Assay outcomes from PubChem BioAssay.
